Screening data as filed in PubChem BioAssay.
Statin myotox sup – suppression of simvastatin myotoxicity; actives 0.78% (n = 330,000); C2C12 myotubes + simvastatin, ATP luminescence, 48 h; scaled: DMSO 0, geranylgeraniol control 100; rescue of ATP level, % at 7.49 µM;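 active = mean ATP rescue above about 67%, or every replicate alone reaching that limit, limit read from the data, passing the limit was not always enough; inconclusive = no clear call, values can overlap the other calls; inactive = mean under the limit and some replicate under it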;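 also: myotubes were challenged with 10 µM simvastatin during compound exposure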
Cneo AK release – causes C. neoformans cell lysis; adenylate kinase release luminescence, 4 h; normalised: neutral wells 0, clomiphene wells 100; actives 0.2% (n = 360,000); lysis activity, % at 15 µM; AID 651654;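 active = mean lysis activity across replicates of at least 80%, whatever share of replicates individually reach that level; inactive = mean lysis activity below 80%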
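Material – Cryptococcus neoformans yeast cells · Quantity – 5 × 10^6 yeast cells/mL · Buffer or medium – YPD medium · Compound – single dose · Timing – 4 h static compound exposure, 37 °C, read 1 h post-reagent · Signal – adenylate kinase release luminescence · Read-out basis – lysis from increased AK signal · Benchmarks – Clomiphene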
The depositor's hits bear a star; ? = inconclusive.

Screens in order: Statin myotox sup, Cneo AK release
> CC(=O)c1cccc(S(=O)(=O)N(Cc2cc3cc4c(cc3[nH]c2=O)OCCO4)CC2CCCO2)c1 (centres undefined)
 : 4, 7
> O=C1c2ccccc2NC(c2ccccn2)N1c1ccccc1F (centres undefined)
 : 1, -1
> O=C(CSc1ncn(-c2ccccc2)n1)Nc1nccs1
 : 5, -4
> CCN(CC)S(=O)(=O)c1cccc(-c2nnc(SCCCC(=O)c3ccc(F)cc3)o2)c1
 : -3, -2
> Cc1cccc(C)c1NC(=O)CSc1nnc([C@H](C)NC(=O)OC(C)(C)C)o1
 : 26, -1
> Cn1c(C(F)(F)F)nc2c(=O)oc3ccccc3c21
 : -4, -1
> COc1ccc(Cc2nnc(SCC(=O)NC(C)c3ccccc3)o2)cc1 (centres undefined)
 : -4, 6
> c1ccc2[nH]c(-c3nc4ccccc4[nH]3)nc2c1
 : -18, -3
> O=C(Nc1ccc(N2CCOCC2)c(Cl)c1)c1cc2ccccc2o1
 : -33, -8
> Cc1c(NC(=O)CSc2nc(-c3ccco3)cc(C(F)(F)F)n2)c(=O)n(-c2ccccc2)n1C
 : 1, -4
> Cc1c(NC(C)c2cc(Cl)ccc2O)c(=O)n(-c2ccccc2)n1C (centres undefined)
 : 4, 5
> N=c1c2c3c(sc2nc2n1CCC2)CCCC3
 : -11, -1
> O=C(Cn1ncc2c([nH]c3ccccc32)c1=O)Nc1ccc(CN2CCCCC2)cc1
 : -4, -1
> C=C1C(=O)O[C@@]23[C@H]1CC[C@@H](C)[C@@H]2CC[C@@]1(C)O[C@@H]31
 : -9, -1
> CS/C(=C\[N+](=O)[O-])Nc1ccc(F)cc1
 : 11, -3
> CCOC(=O)C1=C(CC)OC(N)=C(C#N)C1c1cc(OC)ccc1OC (centres undefined)
 : 2, 0
> CCN(CC)c1ccc(C(=O)OCC(=O)N2CCN(c3ccccc3)CC2)cc1
 : -4, 2
> CCOC(=O)Cc1csc(NC(=O)CSc2ncnc3c2cnn3-c2ccccc2Cl)n1
 : -6, 0
> Brc1cc(Br)c2nc(-c3cccs3)ccc2c1
 : 52, -3
> CC(O)CNC(=O)C1CCN(Cc2ccc(OCc3ccccc3)cc2)CC1 (centres undefined)
 : -2, 2
> Cc1cc(C(=O)OCC(=O)c2ccc3c(c2)OCCO3)c(C)o1
 : 1, -12
> COc1ccc(-c2nc3ccc(C)cn3c2NCc2ccccc2)cc1SC1CCCCC1
 : -119, 9
> O=C(c1ccco1)n1nc(-c2ccc(Cl)cc2)nc1NCc1ccco1
 : -40, 0
> Cc1nc(-n2cc(F)c(=O)[nH]c2=O)c2nc(C)oc2n1
 : 3, -1
> C=C1C(=O)C=C2CN(C(=O)c3ccccc3)[C@@](Cc3ccc(F)cc3)(C(=O)OC)[C@@H]12
 : -312, -1
> COc1ccc(OC)c(S(=O)(=O)Nc2ccc(O)c3ccccc23)c1
 : 3, -4
> Cn1c(=O)c2c(nc(N3CCCCC3)n2CCSc2nc3ccccc3s2)n(C)c1=O
 : 3, -1
> CCC(C)NC(=O)c1ccc(COc2ccccc2Cl)cc1 (centres undefined)
 : -3, -2
> O=C(Cn1cnc([N+](=O)[O-])c1)NCc1ccc(F)cc1
 : 3, -4
> c1ccc2c(c1)CCCn1nnnc1-2
 : -9, 0

Whole records as entered above.
`COc1ccc(-c2nc3ccc(C)cn3c2NCc2ccccc2)cc1SC1CCCCC1` is listed with Statin myotox sup = -119; Cneo AK release = 9
`Cn1c(C(F)(F)F)nc2c(=O)oc3ccccc3c21` is listed with Statin myotox sup = -4; Cneo AK release = -1

Following part
Screens in order: Statin myotox sup, Cneo AK release
> COc1ccc(/C=N/Nc2nonc2N)cc1
 : 4, -4
> Cc1[nH]c(=O)[nH]c(=O)c1S(=O)(=O)NCCOC12CC3CC(CC(C3)C1)C2
 : 1, -1
> CCn1c(CN2CCN(C(c3ccccc3)c3ccccc3)CC2)nc2c1c(=O)n(C)c(=O)n2C
 : 24, 9
> COC(=O)CN1C(=O)C2(C(C#N)=C(N)Oc3cc(C)oc(=O)c32)c2ccccc21 (centres undefined)
 : -6, -1
> CCN(CC)CC(C)OC(=O)c1cc(OC)c(OC)c(OC)c1 (centres undefined)
 : -2, 0
> O=c1cc(N2CCC(Cc3ccccc3)CC2)[nH]c(=O)n1C1CCCCC1
 : -28, 0
> O=C(O)C1CCN(C(=O)c2scc3c2OCCO3)CC1
 : 9, -2
> COc1ccc(CCNC(=O)c2c(O)c3cccc4c3n(c2=O)CC4)cc1
 : 5, -2
> O=C1CSC(c2nn(-c3ccccc3)cc2-c2cc3ccccc3oc2=O)N1Cc1ccco1 (centres undefined)
 : 6, -14
> COc1ccc(CN(CCCN2CCOCC2)C(=O)Nc2ccccc2)cc1OC
 : -5, -5
> CCOc1cc(C(=O)N2CCN(C/C=C/c3ccccc3)CC2)cc(OCC)c1OCC
 : 12, 1
> O=C(CCN1C(=O)/C(=C/c2ccccc2)SC1=S)NCCc1ccc(O)cc1
 : -9, 0
> CC(C)C(=O)N1CCCC1(C)C(=O)Nc1ccccc1 (centres undefined)
 : -2, -1
> C/C=C\C=C\C(=O)N1CC2(CC(c3cccc(NC(=O)CC(c4ccccc4)c4ccccc4)c3)=NO2)C[C@H]1C(N)=O (some centres undefined)
 : 12, 5
> CCC(C)NS(=O)(=O)c1ccc(OCC(=O)Nc2ccc3c(c2)OCCO3)cc1 (centres undefined)
 : -1, -1
> CCN(CCCNC(=O)COc1cc(=O)n(CC)c2ccccc12)c1ccccc1
 : -1, 0
> O=C(Nc1ccc(Nc2ccccc2)cc1)c1ccc(Br)o1
 : -10, 8
> CCOC(=O)N1CCN(C(=O)Cn2cc3c(n2)CCCC3)CC1
 : 7, 0
> O=C(Cc1ccccc1)N/N=C/c1ccc([N+](=O)[O-])s1
 : ?, 9
> O=C(N/N=C/C=C/c1ccc([N+](=O)[O-])cc1)c1cccs1
 : 7, 10
> N#CCCCn1c(-c2ccccc2)noc1=O
 : 7, 3
> CS(=O)CSc1nc2c(cc1C#N)CCCC2 (centres undefined)
 : 3, -8
> Cc1ccc(S(=O)(=O)N2CCN(C(=O)N(C)C)CC2)cc1C
 : 3, -2
> COc1cccc(OCCOCCN(C)CCO)c1
 : 13, 7
> Cn1c(=O)c(=O)n(C)c2cc(S(=O)(=O)N3CCCCC3)ccc21
 : 6, -1
> O=C(c1ccccc1)c1cccn1CC(=O)N1CCN(c2ccc(F)cc2)CC1
 : 10, 4
> COc1cc2c(cc1OC)CN(C(C)C(=O)Nc1ccc(NC(C)=O)cc1)CC2 (centres undefined)
 : -2, 1
> CCOc1ccc(-c2cc(C(=O)N3CCCC3)c3ccccc3n2)cc1
 : -1, -7
> CN1CCc2c(sc(NC(=O)c3ccc4ccccc4c3)c2C(N)=O)C1
 : 5, -5
> O=C(Nc1ccc(CN2CCOCC2)cc1)c1cc2ccccc2o1
 : -9, -1

Next part
Screens in order: Statin myotox sup, Cneo AK release
> COC(=O)c1cn(Cc2cc(OC)ccc2OC)cc(F)c1=O
 : -6, 0
> CN(C)c1cccc(C(=O)Nc2ccc(S(=O)(=O)Nc3nccs3)cc2)c1
 : -22, 0
> Cc1cccc(N2CCN(S(C)(=O)=O)CC2)c1C
 : -4, 0
> COc1ccc(CN2CCN(C(=O)c3cccs3)CC2)c(OC)c1OC
 : 0, -1
> COc1ccc(-n2nc3c(N4CCC(C(=O)NCCc5ccccc5C)CC4)nnc(C)c3c2C)cc1
 : -3, 0
> COc1cc(NC(=O)c2c(F)c(F)c(F)c(F)c2F)c(OC)cc1Cl
 : 7, 0
> O=C(c1ccc(F)cc1)N1CCN(C(=O)c2cccnc2)CC1
 : 0, 1
> CC(=O)/C=C1\SC(CC(=O)O)C(=O)N1c1ccccc1 (centres undefined)
 : 0, 29
> CC1CCCC(C)N1C(=O)c1cc(-c2cccs2)on1 (centres undefined)
 : -10, -7
> CCCn1c(SCC(=O)Nc2ccccc2CC)nnc1C(C)C
 : -4, 1
> CCn1c(COc2ccc(C)cc2)nnc1SCC(=O)Nc1ccc2c(c1)OCCO2
 : 2, 4
> CCOC(=O)c1[nH]c2ccc(OC)cc2c1NC(=O)CN1CCc2ccccc2C1
 : -1, 5
> O=C(Cc1ccccc1[N+](=O)[O-])NCCSCc1c(F)cccc1Cl
 : 4, -2
> COc1cc(NC(=O)c2ccc3c(=O)n(Cc4ccco4)c(=S)[nH]c3c2)cc(OC)c1OC
 : -7, -4
> Cc1cc(C(C)(C)C)oc1C(=O)N(CC(=O)NC1CCCC1)Cc1ccccc1
 : -5, 0
> Cc1ccc2nc(NCC(=O)O)nc(-c3ccccc3)c2c1
 : 1, -2
> CC(C)NC(=O)CCCn1c(=S)[nH]c2cc3c(cc2c1=O)OCO3
 : -11, 0
> CN(Cc1ccccc1)C(=O)CSc1nc2ccccc2c(=O)n1Cc1ccco1
 : 7, -3
> COC(=O)C1=C(N)Oc2cc(C)n(C)c(=O)c2C1c1ccc(Cl)c(Cl)c1 (centres undefined)
 : 52, 4
> O=C(COC(=O)c1cccnc1Cl)c1cccc(Cl)c1
 : 4, -1
> CCc1nc(Nc2cccc(O)c2)c2oc3ccccc3c2n1
 : -9, -1
> CC(=O)NCCc1ccc(S(=O)(=O)N2CCCC2)cc1
 : -13, 4
> CCn1c(CSc2nc(C)cc(C)n2)nnc1SCC(=O)Nc1ccccc1
 : 12, -2
> CCN(CC)c1ccc(C2C3CCCCC3(O)CCN2CC(=O)N2CCCCC2)cc1 (centres undefined)
 : -5, -5
> O=C(Nc1ncnc2sc3c(c12)CCCCC3)c1ccc(F)cc1
 : 5, 2
> CC(C)(C)NC(=O)CN(C(=O)C1CSC(=O)C1)c1ccc2c(c1)OCCO2 (centres undefined)
 : -1, -5
> O=C(Nc1ccc(F)cc1)c1ccc(NC(=O)C2CCCO2)cc1 (centres undefined)
 : -16, 0
> COc1cccc(-c2cnc(C(O)c3ccc(C(C)(C)C)cc3)[nH]2)c1 (centres undefined)
 : -15, 2
> CSC(=NCc1cccnc1)NS(=O)(=O)c1cccs1
 : 0, -1
> Cc1ccc(C(=O)NNC(=O)c2cc(OCC(F)(F)F)ccc2OCC(F)(F)F)cc1
 : 2, -1

(list continues)
Screens in order: Statin myotox sup, Cneo AK release
> Fc1ccc(C(CCNCc2ccccn2)c2ccc(Cl)cc2)cc1 (centres undefined)
 : -9, 7
> CCNC(=S)NNC(=O)c1cccn(Cc2ccc(Cl)cc2)c1=O
 : 3, 2
> COc1ccc(NC(=O)C(CC(=O)O)Cc2ccccc2)cc1 (centres undefined)
 : 8, 0
> COc1ccc(N/C(=N\c2nc(C)cc(C)n2)NC(=O)C(C)C)cc1OC
 : 5, 13
> CC(C)c1nc2sc3c(c2c(=O)o1)CCCC3
 : 3, -3
> Cc1cccc2cc(C(c3nnnn3CC3CCCO3)N3CCCc4ccccc43)c(=O)[nH]c12 (centres undefined)
 : 14, 1
> COc1cccc(N(CC(=O)N2CCc3ccccc3C2)S(C)(=O)=O)c1
 : 1, 0
> CN(C)c1nc(=NCc2ccco2)ss1
 : -2, 4
> CC1=C(C(=O)NCc2ccccc2)C(c2cc(Br)cc(Br)c2OC(C)C)NC(=O)N1 (centres undefined)
 : 1, -1
> Fc1ccc(CN2CCCCCCC2)cc1F
 : -2, -10
> Cc1nnc(-n2ncc(C#N)c2N)c2nn(-c3cccc(Cl)c3)c(C)c12
 : -36, -6
> O=C(Nc1cccc2cccnc12)c1csc(COCCO)n1
 : 4, -2
> COC(=O)c1c(C)nc2c(c(SC)nn2-c2ccccc2)c1N
 : 4, -3
> Cc1nc(-c2ccccc2)sc1-c1n[nH]c(=S)n1C
 : 12, -1
> Cc1nnc(OC(C)C)c2nn(-c3ccccc3F)c(C)c12
 : 4, -4
> Cc1cc(C)c(S(=O)(=O)Nc2cccnc2)c(C)c1
 : 6, -1
> Cn1nc(C(C)(C)C)cc1C(=O)N1CCC(C)(C(=O)NS(=O)(=O)C2CC2)C1 (centres undefined)
 : 7, 2
> COc1cc2cc(Br)cc(Br)c2nc1C
 : -6, 4
> CC(=O)Nc1ccccc1NC(=O)C(F)(F)F
 : 7, -1
> CCOc1cc(NC(=O)C2CCCO2)c(OCC)cc1NC(C)=O (centres undefined)
 : 2, -2
> COCCCNCCCOc1ccc(Cl)cc1Br
 : -4, 1
> C=CCNC(=S)N/N=C(\C)c1ccccn1
 : -71, 0
> COc1ccc(C2=Nn3c(nnc3-c3ccccc3OC)SC2)cc1OC1CCCC1
 : -46, 14
> CCCN(CCC)C(=O)CSc1nc2ccccc2c(=O)n1C1CCCC1
 : 34, 0
> CC(=O)c1ccc(N2CCN(S(=O)(=O)c3cccc(S(=O)(=O)N4CCOCC4)c3)CC2)cc1
 : 20, 7
> CCc1cc(=O)oc2c(C)c(OS(C)(=O)=O)ccc12
 : 6, 4
> CC(C)N(Cc1nc(-c2ccccc2)no1)C(=O)CCCN1C(=O)c2ccccc2C1=O
 : 9, 0
> O=C(C(Cc1ccccc1)n1cccc1)N1CCN(Cc2ccccc2)CC1 (centres undefined)
 : 1, -2

Four entries drawn at random from those above, as already listed:
Screens in order: Statin myotox sup, Cneo AK release
> Cc1cccc2cc(C(c3nnnn3CC3CCCO3)N3CCCc4ccccc43)c(=O)[nH]c12 (centres undefined)
 : 14, 1
> CCOc1cc(NC(=O)C2CCCO2)c(OCC)cc1NC(C)=O (centres undefined)
 : 2, -2
> Cc1cc(C)c(S(=O)(=O)Nc2cccnc2)c(C)c1
 : 6, -1
> CC(=O)c1ccc(N2CCN(S(=O)(=O)c3cccc(S(=O)(=O)N4CCOCC4)c3)CC2)cc1
 : 20, 7

Only part of the results is shown; rates above refer to the full screens.
